Screening data deposited in PubChem by Emory University Molecular Libraries Screening Center.
14-3-3g Raf = 14-3-3 gamma protein interaction modulation | AID 422 | P61981 | inhibition, % at 40 µM | FP, 14-3-3gamma / TMR-pS259-Raf peptide binding | 160,000 tested, 0.19% active; in the data active = inhibition above about 30%;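 also: 0% = protein plus tracer without compound and 100% = blank with tracer alone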
Target sequence (P61981 whole entry, looked up): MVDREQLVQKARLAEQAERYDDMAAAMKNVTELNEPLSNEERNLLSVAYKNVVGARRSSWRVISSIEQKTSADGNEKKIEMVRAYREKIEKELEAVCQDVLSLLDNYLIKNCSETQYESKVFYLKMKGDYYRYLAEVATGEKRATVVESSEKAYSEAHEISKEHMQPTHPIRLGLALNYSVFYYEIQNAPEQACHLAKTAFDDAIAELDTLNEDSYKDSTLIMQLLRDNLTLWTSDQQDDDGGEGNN
An asterisk follows results filed as active; & = joins results of further samples. Some of the compounds tested; count on the stated rates, not on these rows.

molecule | 14-3-3g Raf
Cc1sc2ncnc(SC(C)C(=O)OCc3ccccc3Cl)c2c1C (centres undefined) | -29.4
COc1ccc(N=Cc2c(O)cc(C)c(Cl)c2C)cc1Cl | -2.0
CC(C)c1ccc(S(=O)(=O)N2CCN(C(=O)c3ccco3)CC2)cc1 | 3.8
COc1ccc(CCNC2=NCCS2)cc1 | 2.1
NC(N)=NS(=O)(=O)c1ccc(N=Cc2ccc([N+](=O)[O-])cc2)cc1 | -3.5
CCOc1ccc(C(=O)CN2CCN(S(=O)(=O)c3ccc(F)cc3)CC2)cc1 | -8.7&-7.0
CCCCn1c(NCc2ccccc2O)nc2ccccc21 | 0.8
CCCOc1ccc(-c2cc(OCC)c3c(C)oc(C)c3c(=O)c2)cc1 | -10.6
O=C(O)c1ccc(S(=O)(=O)Nc2ccc(F)c(Cl)c2)cc1 | -3.2
Cn1c(SCC(=O)Nc2cccc3ccccc23)nc2c([nH]c3ccccc32)c1=O | -12.4
COc1ccccc1N1CCN(C(=O)c2ccc3c(=O)n(Cc4ccc5c(c4)OCO5)c(=O)[nH]c3c2)CC1 | 0.0
COC(=O)c1ccc(C(=O)OC)c(NC(=O)c2ccc(F)cc2)c1 | -9.8
CC(OC(=O)c1cc2sccc2n1C)C(=O)NCCc1ccccc1 (centres undefined) | -13.8
CCOC(=O)c1sc2ncc([N+](=O)[O-])cc2c1N | -12.7
Clc1ccc(-c2csc(NCc3ccccc3)n2)cc1 | 1.1
CCN(c1ccccc1)S(=O)(=O)c1ccc(F)c(C(=O)Nc2ccc(Br)cc2)c1 | -8.9
N#Cc1ccc(Oc2ccccc2N2C(=O)c3ccc(C(=O)c4ccc(C(=O)O)cc4)cc3C2=O)cc1 | -9.6
COc1ccc2c(C(F)(F)F)cc(=O)oc2c1 | -5.1
O=C(c1cc2ccccc2oc1=O)N1CCCC1 | 6.7
COc1ccc(OC)c(C2C3=C(CC(C)(C)CC3=O)OC3=C2C(=O)CC(C)(C)C3)c1 | 3.9

Other records follow.
molecule | 14-3-3g Raf
O=C(COc1ccc(F)cc1)NCC1CCCO1 (centres undefined) | 13.9
CCCNC(=O)CCn1nc(-c2ccc(C)cc2)c2ccccc2c1=O | -7.4
CCOC(=O)c1c(-c2ccccc2)nnn1-c1nc(OCC)nc(N2CCCCC2)n1 | -8.1
CCOc1ccc(OCC)c(NC(=O)c2cc(-c3cccs3)nc3ccccc23)c1 | 8.3
Cc1ccccc1S(=O)(=O)Cc1ccc(C(=O)N2CCN(c3cccc(C)c3C)CC2)o1 | -6.4
CC(C)C12CN3CC(C(C)C)(CN(C1)C3c1ccc(F)cc1)C2=O (centres undefined) | -1.2
COc1ccc(N=Cc2c(C)c(Cl)c(C)c([N+](=O)[O-])c2O)cc1OC | -84.0
CCN(CC)S(=O)(=O)c1ccc(C(=O)NCCc2cc3cc(C)c(C)cc3[nH]c2=O)cc1 | -8.9
CCOC(=O)c1c(NC(=O)c2ccccc2I)sc(C)c1C | 11.0
COc1ccc(C2c3c(oc4ccccc4c3=O)C(=O)N2c2ccc(C)cn2)cc1OC (centres undefined) | -3.5
CCCN(CCC)c1ncnc2c1sc1nc(N3CCOCC3)c3c(c12)CC(C)(C)OC3 | 3.7
CC1Cc2ccccc2N1C(=O)CSc1nnc(-c2ccc(S(=O)(=O)N3CCCCC3)cc2)o1 (centres undefined) | -4.3
CCN(CC)S(=O)(=O)c1cc(C(=O)Nc2ccc(C)cc2)ccc1C | 0.1
CCc1c(C)sc(NC(=O)CCCn2nc([N+](=O)[O-])cc2C)c1C#N | -16.6
Cc1cccc(N(CC(=O)NC2CCCC2)C(=O)CS(=O)CC(=O)Nc2ccc3c(c2)OCO3)c1 (centres undefined) | 3.8
COC(=O)CN1CCN(C(c2ccccc2)c2ccccc2)CC1 | -1.4
COc1ccc(-n2nc3ccc(NC(=O)c4ccc(I)o4)cc3n2)cc1 | -43.2
CC(O)CNC(=O)C12CC3CC(CC(C3)C1)C2 (centres undefined) | 3.4
Cc1c(NC(=O)C2CCCCC2C(=O)O)c(=O)n(-c2ccccc2)n1C (centres undefined) | 14.8
CC(=O)c1cccc(NC(=O)CN(c2ccccc2)S(C)(=O)=O)c1 | -2.9

More entries
molecule | 14-3-3g Raf
O=C(O)c1nn(-c2ccc(Cl)cc2)ccc1=O | -5.0
CC(C)(C)c1ccc(C2CC(=O)C3=C(C2)Nc2ccccc2N(C(=O)CCC(=O)O)C3c2ccncc2)cc1 (centres undefined) | -2.3
Cn1c(C(=O)N2CCC(C(=O)N3CCOCC3)CC2)cc2sccc21 | -2.1
c1cc2c(cc1CNc1ccc(N3CCOCC3)cc1)OCO2 | -2.5
Cc1ccc(OCC(=O)Nc2ccc(-c3nc4cc(C)cc(C)c4o3)cc2)c(C)c1 | -186.6
CC(C)C1Cc2c(sc3nc(SCC(=O)O)n(Cc4ccccc4)c(=O)c23)CO1 (centres undefined) | -1.6
O=C1CC(Nc2ccc3ccccc3c2)C(=O)N1c1ccccc1 (centres undefined) | -1.9
Cc1ccc(C)c(N2CCN(S(=O)(=O)c3ccc(F)c(C(=O)Nc4ccccc4Br)c3)CC2)c1 | -11.2
COc1ccccc1-c1csc(NC(=O)C23CC4CC(CC(C4)C2)C3)n1 | -34.5
COc1ccc(CCN=C(N)Nc2nc(C)cc(C)n2)cc1 | -0.3
CC1CCCC(NC(=O)C2CCN(S(=O)(=O)N3CCCCCC3)CC2)C1C (centres undefined) | -3.9
Cc1ccc(Nc2ncnc3sc(C)cc23)c(C)c1 | -4.0
O=C(CSc1ncn[nH]1)Nc1ncc(Br)cc1Br | -24.2
Cc1ccc(C)c(N2CCN(C(=O)C3CCN(c4nc(C)cc(C)n4)CC3)CC2)c1 | -6.0
CCOC(=O)c1ccc(CC2S/C(=C(\C#N)C(C)=O)NC2=O)cc1 (centres undefined) | 5.9
CCOCCCn1c(=S)[nH]c2cc(C(=O)N3CCN(C4CCCCC4)CC3)ccc2c1=O | 1.2
O=C(Nc1cccc(-c2nc3ccccc3[nH]2)c1)c1ccco1 | -9.5
O=C(C1CCC1)N1CCc2cc(S(=O)(=O)N3CCCC3)ccc21 | -11.2
O=C(Cn1c(=O)[nH]c2ccccc2c1=O)N1CCN(c2cccc(C(F)(F)F)c2)CC1 | -3.1
CCN(CCNC(=O)CC1Oc2ccccc2NC1=O)c1ccccc1 (centres undefined) | 0.7

New compounds follow
molecule | 14-3-3g Raf
NS(=O)(=O)c1ccc(CCNS(=O)(=O)c2ccc(Cl)cc2)cc1 | -3.5
COC(=O)CSc1nnc(-c2ccco2)n1Cc1ccco1 | -1.8
Cn1c(=O)[nH]c(=O)c2c1nc(N1CCN(c3cccc(Cl)c3)CC1)n2CCCc1ccccc1 | -9.1
CCOc1ccc(-n2nc(C(=O)N(C)c3ccccc3CC)c3ccccc3c2=O)cc1 | 3.3
Cc1cc(C)n(-c2nc3c(c(=O)[nH]c(=O)n3C)n2Cc2ccccc2)n1 | -1.6
COc1ccccc1CNC(=O)CCCn1c(=O)[nH]c2ccc(Br)cc2c1=O | 2.6
O=C(CC(=O)c1ccccc1)Nc1ccc2c(c1)OCCO2 | -4.0
COc1ccccc1C(=O)N1CC(=O)Nc2ccc(C)cc2C1c1ccccc1 (centres undefined) | -5.6
COc1ccc(-c2nn(-c3ccccc3)cc2C(=O)OCC(C)C)cc1OC | 3.3
COc1ccccc1N1CCN(C(=O)c2ccncc2)CC1 | 2.1
Cc1ccc(C2/C(=C(\O)c3ccc(F)cc3)C(=O)C(=O)N2CCN2CCOCC2)o1 (centres undefined) | -7.0
N#CCCSCc1ccc(OCC(=O)O)cc1 | 5.1
O=C(Nc1ccc2oc(=O)ccc2c1)c1ccco1 | -2.6
CCOc1ccc2nc(NC(=O)c3cccc(Oc4ccccc4)c3)sc2c1 | -4.7
CC(C)COc1ccc(C2Nc3ccccc3C(=O)N2c2ccc(Br)cc2)cc1 (centres undefined) | -2.7
O=C(NCc1ccncc1)c1ccc(C#CC2(O)CCCCC2)cc1 | -2.3
CC(=O)Nc1ccc(-c2cc3ccccc3o2)cc1 | 2.3
C=CCn1c(C(C)NC(=O)c2ccccc2)nc2ccccc21 (centres undefined) | -10.9
Cc1ccc([N+](=O)[O-])cc1S(=O)(=O)N1CCCN(S(=O)(=O)c2cc([N+](=O)[O-])ccc2C)CC1 | -2.6
COc1ccccc1-n1c(C)nc2cc(C(=O)N3CCc4ccccc43)ccc21 | -186.1

An excerpt of these results, with each value named.
Cc1cc(C)n(-c2nc3c(c(=O)[nH]c(=O)n3C)n2Cc2ccccc2)n1
  14-3-3g Raf: -1.6

COc1ccccc1CNC(=O)CCCn1c(=O)[nH]c2ccc(Br)cc2c1=O
  14-3-3g Raf: 2.6

In another format: 4 of the compounds above
COc1ccc(-c2nn(-c3ccccc3)cc2C(=O)OCC(C)C)cc1OC
  14-3-3g Raf: 3.3
COC(=O)CSc1nnc(-c2ccco2)n1Cc1ccco1
  14-3-3g Raf: -1.8
O=C(NCc1ccncc1)c1ccc(C#CC2(O)CCCCC2)cc1
  14-3-3g Raf: -2.3
O=C(Nc1ccc2oc(=O)ccc2c1)c1ccco1
  14-3-3g Raf: -2.6

The list goes on.
molecule | 14-3-3g Raf
O=C(N1CCOCC1)C1(c2ccccc2)CCCCC1 | 6.0
Cc1ccccc1OCCSc1ncnc2nc[nH]c12 | -1.9
Cc1cc(C)cc(NC(=O)C(C)N(c2ccccc2)S(C)(=O)=O)c1 (centres undefined) | -1.1
COc1ccc(CCNC(=O)Cn2cnc3c(nnn3Cc3ccccc3F)c2=O)cc1OC | -11.6
CCn1cc(Br)c(C(=O)NCc2ccco2)n1 | -5.8&-0.1
O=C(Nc1cccc2ccccc12)c1cccc(N=Cc2cccc([N+](=O)[O-])c2O)c1 | -0.8
Cc1ccc(C(=O)COC(=O)c2ccccc2N2C(=O)C3CC=CCC3C2=O)cc1[N+](=O)[O-] (centres undefined) | 2.3
COc1ccccc1NC(=O)c1cc2ccccc2c(=O)o1 | -1.5
CCOC(=O)CS(=O)(=O)c1ccc(C(=O)NC(C)CC)cc1[N+](=O)[O-] (centres undefined) | -9.3
CCOC(=O)C1CCN(C(=O)c2ccccc2OC(C)=O)CC1 | -0.6
CCOC(=O)C1CCCCN1C(=O)CCc1c(C)nc2cc(-c3ccccc3)nn2c1C (centres undefined) | -6.6
Cc1cc(C)nc(SCc2cccc(C(=O)O)c2)n1 | -0.9
Cc1cc(OCCOCCN2CCCC2)ccc1C(C)C | -1.0
COC(=O)c1ccc(C=Nc2cc(C)ccc2O)cc1 | -4.7
COc1ccc(OCC(=O)NCc2cc(-c3nn(C)c(=O)c4ccccc34)ccc2C)cc1 | 2.0
COC(=O)C1=C(C)NC2=C(C(=O)CC(C)(C)C2)C1c1ccc(OC)c(COc2c(F)c(F)c(F)c(F)c2F)c1 (centres undefined) | -8.2
CCOC(=O)c1nc(-c2ccccc2)oc1N(C)C | -1.5
CC1(C)CC(=O)C(C(=S)Nc2ccccc2)=C(NCc2ccccc2)C1 | -2.6
COc1ccc(-c2nc(SCC(=O)Nc3ccccc3)c3c(=O)n(C)c(=O)n(C)c3n2)cc1 | -8.5
CCOc1ccc(-c2nc3cc(N=Cc4cc([N+](=O)[O-])ccc4O)ccc3o2)cc1 | -7.0

The list continues.
molecule | 14-3-3g Raf
NS(=O)(=O)c1ccc(Nc2ccc3nonc3c2[N+](=O)[O-])cc1 | -3.1
O=C(c1scc2c1OCCO2)N1CCN(c2ccc(F)cc2)CC1 | -2.8
CC1CCN(S(=O)(=O)c2ccc(NC(=O)c3ccc([N+](=O)[O-])cc3)cc2)CC1 | -10.4
Cn1c(SCC(=O)NCCN2C(=O)CSC2=O)nc2ccccc2c1=O | -2.4
COc1ccc(N2C(=O)CC(N(C)CCc3ccc(OC)c(OC)c3)C2=O)cc1 (centres undefined) | -1.1
Cc1nc2ccccn2c1/C(O)=C1\C(=O)C(=O)N(CCCN(C)C)C1c1ccc(Cl)cc1 (centres undefined) | -1.8
Cc1cc(C)cc(-n2c(SCC(N)=O)nc3c([nH]c4ccccc43)c2=O)c1 | -4.5
Cc1cc(C(=O)Nc2nc3c(s2)CCCC3)cs1 | -1.9
CCOCCn1c(N2CCCC2)nc2c1c(=O)[nH]c(=O)n2C | -2.6
COc1ccccc1N(CC(=O)Nc1ccc(Cl)cc1)S(C)(=O)=O | 1.0
CC(CCc1ccccc1)NC(=O)Cc1c(C(=O)O)[nH]c2ccccc12 (centres undefined) | -6.5
Cc1cc(C)nc(/N=C2/NC(=O)CS2)n1 | 0.7
CCOC(=O)c1cc2c(=O)n3ccccc3nc2n(C2CCCCC2)c1=NC(=O)c1ccc(OC)c(OC)c1 | 20.2
Cc1ccc(C)c(NC(=O)c2cc(S(=O)(=O)NC3CCCCC3C)ccc2F)c1 (centres undefined) | -1.3
COc1cccc(C2C(=O)N(C3CCCCC3)CC(=O)N2Cc2ccc(Cl)cc2)c1 (centres undefined) | 1.5
CCC1(N(C(C)=O)c2ccc(OC)cc2)C(=O)c2ccccc2C1=O | 1.9
O=C(NCc1ccccc1)c1ccccc1Br | 4.0
CCOc1ccc(NC(=O)NCCSc2ccc(Cl)cc2)cc1 | 0.2
C/C(=N\O)C(=O)NCCCn1ccnc1 | 1.4
CC(C)CCn1c(CN2CCN(Cc3ccccc3)CC2)nc2c1c(=O)[nH]c(=O)n2C | -3.8
CCOC(=O)CNC(=O)c1sc2ncn(CC(=O)N3CC(C)CC(C)C3)c(=O)c2c1C (centres undefined) | -13.2
CCOc1cc(C2C3=C(CCCC3=O)N(CC)C3=C2C(=O)CCC3)cc(Br)c1O | 41.5*
